# IMPase Li cell = IMPase inhibition in cells with lithium potentiation; CHO-M1 cells, IP1 TR-FRET (IP-One), carbachol + lithium; Potency, µM (top dose mostly 59.4 µM), for inactives: at the highest dose activity, negative = IMPase inhibition, usual class: inhibitors; 210,000 compounds, 0.35% hits;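 further: IP1 builds up when IMPase is blocked and the TR-FRET signal falls; potency means the concentration at half of the fitted maximal effect; plate controls were basal vehicle for no effect and high inhibitor control for full effect; nearly all actives have a fitted effect of over 50% in size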
#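 Test compounds were applied to CHO-M1 cells previously cultured for 16–30 h at 2000 per well. A small lithium amount accompanied them; after 30 min at 37C, IP1 was quantified by TR-FRET.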
# KinaseGlo FLuc = counter-screen: inhibitors of Kinase-Glo firefly luciferase; 200,000 compounds, 0.28% hits; Q27757; Kinase-Glo luciferase, ATP luminescence, 8 min; AID 1379; Potency, µM (series often up to 38.3 µM), inactives show top-dose activity change, negative = inhibition, hits mostly inhibitors; further: potency means the concentration at half of the fitted maximal effect; on the % scale 0 is the no-effect control and ±100 the full control effect; nearly all actives have a fitted effect of over 60% in size
#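 Recombinant Kinase-Glo luciferase, 10 uM ATP (linear range), luciferin; imidazole pH 7.2 / KCl / MgCl2 / Tween / BSA buffer; 8 min RT; luminescence.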
# CBFb RUNX1 block = blocks binding between human CBF-beta and RUNX1; Q01196+Q13951; AlphaScreen CBFb-His/RUNX1-biotin binding, biochemical; Potency, µM (highest dose often 59.8 µM), for the others: top-dose activity, negative = inhibition, most hits filed as inhibitors; 230,000 tested, under 10 active; further: % of control where 0% means no effect
# Target sequence (Q01196 whole entry, looked up): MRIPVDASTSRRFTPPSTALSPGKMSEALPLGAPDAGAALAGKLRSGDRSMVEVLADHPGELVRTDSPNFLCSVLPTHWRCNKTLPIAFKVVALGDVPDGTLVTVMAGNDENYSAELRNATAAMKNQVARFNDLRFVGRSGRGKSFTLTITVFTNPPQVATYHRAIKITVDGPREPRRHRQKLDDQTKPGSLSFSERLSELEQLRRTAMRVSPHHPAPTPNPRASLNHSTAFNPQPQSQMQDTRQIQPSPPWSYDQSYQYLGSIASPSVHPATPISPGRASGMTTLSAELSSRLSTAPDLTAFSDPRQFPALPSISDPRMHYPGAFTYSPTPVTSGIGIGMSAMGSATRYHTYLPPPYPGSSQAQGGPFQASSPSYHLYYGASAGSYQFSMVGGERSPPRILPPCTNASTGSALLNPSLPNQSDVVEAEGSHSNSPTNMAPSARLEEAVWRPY
# Target sequence (Q13951 whole entry, looked up): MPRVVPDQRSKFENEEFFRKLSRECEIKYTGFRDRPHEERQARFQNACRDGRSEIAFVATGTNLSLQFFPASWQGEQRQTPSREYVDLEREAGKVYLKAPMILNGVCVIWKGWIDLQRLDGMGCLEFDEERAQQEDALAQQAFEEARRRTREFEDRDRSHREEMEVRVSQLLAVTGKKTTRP
#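 His-tagged CBF-beta and biotinylated RUNX1 (30 nM each) were premixed 20 min at room temperature, exposed to compound for 15 min, then given nickel-chelate and streptavidin AlphaScreen beads (50 ng each). After 90 min, AlphaScreen signal was read.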
# NPSR antagonist = blocks cAMP signaling of the human neuropeptide S receptor. Potency, µM (titrated, usually from 38.3 µM), without a hit: at the highest dose activity change, negative = inhibition, usual class: inhibitors. Q6W5P4. CHO-NPSR cells, cAMP TR-FRET, antagonist mode. 220,000 compounds, 1% hits. AID 1461; further: potency means the concentration at half of the fitted maximal effect; on the % scale 0 is the no-effect control and ±100 the full control effect; nearly all actives have a fitted effect of over 50% in size; many of its hits are not listed in these tables
# Target sequence (Q6W5P4 whole entry, looked up): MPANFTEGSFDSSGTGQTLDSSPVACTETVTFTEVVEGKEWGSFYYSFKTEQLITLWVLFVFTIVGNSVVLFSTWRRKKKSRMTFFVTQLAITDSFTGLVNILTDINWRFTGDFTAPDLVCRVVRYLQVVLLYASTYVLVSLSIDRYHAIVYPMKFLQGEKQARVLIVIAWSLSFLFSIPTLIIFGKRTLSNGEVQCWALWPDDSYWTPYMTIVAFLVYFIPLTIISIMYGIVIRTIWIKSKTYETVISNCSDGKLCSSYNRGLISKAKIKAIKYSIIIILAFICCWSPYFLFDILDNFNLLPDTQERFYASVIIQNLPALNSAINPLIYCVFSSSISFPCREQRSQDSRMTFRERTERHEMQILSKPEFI
# HTT aggregate = reduces HttQ103-GFP aggregates in PC12 cells | 220,000 compounds, 1.1% hits | Potency, µM (doses to about 46.1 µM), without a hit: top-dose activity change, negative = inhibition, usual class: inhibitors | AID 1688 | PC12 HttQ103-GFP aggregates, Acumen cytometry, 40 h; further: potency means the concentration at half of the fitted maximal effect; on the % scale 0 is the no-effect control and ±100 the full control effect; nearly all actives have a fitted effect of over 60% in size
#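 PC12 cells with ecdysone-inducible HTT exon1 Q103-GFP, induced by 100 nM tebufenozide, given compounds in a concentration series. GFP aggregates (1–25 um, 6 SD above background) counted in lysates by laser-scanning cytometry, 488 nm excitation.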
# Epigenetic derep = derepresses silenced GFP reporter in murine cells. murine LDR cells, GFP reporter derepression, 30 h. Potency, µM (highest dose often 53.9 µM), without a hit: top-dose GFP activation, actives largely listed as activators. 280,000 compounds, 0.2% hits; further: potency means the concentration at half of the fitted maximal effect; % of control where 0% means no effect; nearly all actives have a fitted effect of over 60% in size
#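 In this reporter-derepression format, murine cells bearing a silenced integrated CMV-GFP locus incubate with test compound (30 h, 37 C), then are washed and imaged; fluorescent objects of 20–120 um count as induced cells.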
# L3MBTL1 inh = L3MBTL1 (human) inhibition; AlphaScreen L3MBTL1–H3K9me1 peptide binding; Potency, µM (doses to about 57.1 µM), without a hit: top-dose activity, negative = inhibition, usual class: inhibitors; 230,000 compounds, 0.66% hits; AID 485360; further: potency means the concentration at half of the fitted maximal effect; on the % scale 0 is the no-effect control and ±100 the full control effect; nearly all actives have a fitted effect of over 60% in size
#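 L3MBTL1 (50 nM) pre-complexed 30 min with biotinylated H3(1-15)K9me1 peptide (75 nM), then compounds added for 30 min at room temperature; AlphaScreen streptavidin donor/nickel chelate acceptor beads (10 ug/mL final) read after 30 min dark incubation.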
# * hit, by the source's call; u = inconclusive; x = not tested or not shown; [ ] = dose if it differs, or a comment. The call rests on the fitted dose curve; in most records, active means well fitted curve in the direction sought with a large enough effect; inconclusive means small, poorly fitted or top-dose-only effect, or another doubt; inactive means no such curve, though single readings can be large; an effect the other way counts as inactive or inconclusive. The list is partial; rates above refer to the full screens.
SMILES,IMPase Li cell,KinaseGlo FLuc,CBFb RUNX1 block,NPSR antagonist,HTT aggregate,Epigenetic derep,L3MBTL1 inh
Cc1occc1C(=O)Nc1cc(=O)n(C)c(=O)n1C,16%[38.3 µM],-1%,7%,-2%[46.1 µM],-3%,-2.1%,32%[activator][11.4 µM]
CC1CN(c2ccc(NC(=O)c3ccco3)cc2C(=O)O)CC(C)O1 (stereo unspecified),x,x,14%,-20%,11%[9.22 µM],1.1%,2%
CCCOc1ccc(C(CC(=O)O)NC(=O)CC(c2ccccc2)c2ccccc2)cc1 (stereo unspecified),0%,2%,-9%,-18%,3%,-2.9%,x
O=C1CCC(c2ccccc2)(c2ccccc2)CC1,-2%,-8%[7.66 µM],10%,14%,-21%[9.22 µM],0.0%,12%
CC(C)N(Cc1ccccc1)C(=O)/C=C/c1ccccc1[N+](=O)[O-],21%,0%,-7%,-33%,6%[9.22 µM],6.5%,-13%
CCC(Cc1ccccc1)NC(=O)Cn1ncc2ccsc2c1=O (stereo unspecified),0%,-2%,1%,6%,2%,-0.1%,x
C=CCNc1ncnc2c1cnn2-c1ccc(Cl)cc1,1%,-2%,4%,-5%,-2%,-1.0%,13%
CCOP(=O)(c1ccccc1)C1(C#N)CCCC1 (stereo unspecified),6%[38.3 µM],-3%,2%,7%[7.67 µM],-17%,-2.4%,0%
CCN(C(=O)c1c(-c2ccccc2)noc1C)c1ccccc1,7%[38.3 µM],3%,11%,-18%[46.1 µM],-18%,0.0%,x
O=C(NCC1CCOCC1)c1ccc(OC2CCN(Cc3ccccn3)CC2)cc1,11%,0%,-5%,-11%,5%[9.22 µM],4.4%,-2%
CCOC(=O)c1c(C)[nH]c(C(=O)OCC(=O)Nc2cc(C)ccc2OC)c1C,26%[38.3 µM],0%,0%,1%[46.1 µM],-11%,-0.1%,x
COc1ccc(N=c2scc(-c3ccc(S(=O)(=O)N4CCOCC4)cc3)n2CCCO)cc1,9%,3%,-27%,-13%[46.1 µM],13µM*,-0.8%,-5%
CCOC(=O)C(=O)N/N=C/c1ccco1,x,x,4%,0%,10%[9.22 µM],0.1%,-7%
CCOCCCNCc1cc(Br)ccc1OCc1ccccc1,18%,2%,-2%,8%,-24%,-1.8%,2%
CC(C)CC(c1nnnn1Cc1ccc2c(c1)OCO2)N1CCC(C(N)=O)CC1 (stereo unspecified),-7%,3%,-1%,-23%,-8%[9.22 µM],-4.8%,-1%
CCOc1ccc(CCNC(=O)COC(=O)c2cc(OC)c(OC)c(OC)c2)cc1OCC,11%,3%,9%,3%,-21%,4.0%,2%
Fc1ccc(-n2cnnn2)c(F)c1,-1%[38.3 µM],0%,2%,-9%[46.1 µM],-7%[9.22 µM],-0.4%,12%
COC(=O)c1cc(S(=O)(=O)Nc2cccc(S(N)(=O)=O)c2)oc1C,x,x,-9%,-16%,14%[9.22 µM],6.5%,-5%
CCN(c1ccc(NC(=O)COC(=O)/C=C/c2cccs2)cc1)C(C)C,30%[activator],5%,u,-18%,21%,-1.6%,-37%
Cc1c([N+](=O)[O-])c([N+](=O)[O-])nn1CC(=O)N1CCCCC1,-3%,4%,4%,8%,-10%,-1.8%,3%
Cc1ccc(-n2nnc3c(=O)n(CC(=O)N4CCCC4)cnc32)cc1,-10%[38.3 µM],2%,1%,-3%[46.1 µM],-6%,-1.1%,6%
O=C(c1ccco1)N1CCC(n2nnc3ccccc32)CC1,17%[38.3 µM],1%,0%,0%[46.1 µM],0%,0.0%,x
CCNc1nc(NCc2ccccc2)nc(SCC(N)=O)n1,-1%,2%,-1%,15%,-16%,0.2%,x
O=c1[nH]c(CN2CCN(S(=O)(=O)/C=C/c3ccccc3)CC2)nc2cc(Cl)ccc12,x,x,-3%,44%,5%[9.22 µM],1.1%,-11%
CCCCC(C(=O)NC(=O)NCc1ccccc1)N1C(=O)c2ccccc2C1=O (stereo unspecified),4%[38.3 µM],-5%,-5%,-19%[46.1 µM],-22%,-0.3%,x
Cn1c(=O)c2c(nc(Oc3ccc4c(c3)OCO4)n2Cc2ccc(Br)cc2)n(C)c1=O,x,x,8%,-15%,-2%[9.22 µM],-0.5%,-4%
CCc1ccc(C2C3=C(CCCC3=O)OC3=C2C(=O)CCC3)cc1,11%,2%,14%,11%,-28%,0.0%,3%
Cc1ccc(C)c(NS(=O)(=O)c2cc(C(=O)N3CCc4ccccc4C3)ccc2Cl)c1,33%[activator][38.3 µM],-1%,-4%,u,u,-2.1%,-7%
O=C(Nc1ccccc1-c1nnn(CC(=O)N2CCCc3ccccc32)n1)c1ccco1,10%[38.3 µM],6%,8%,-23%[46.1 µM],-13%,0.2%,-2%
Clc1ccccc1-c1nn2c(-c3ccccn3)nnc2s1,-1%[38.3 µM],12%,-18%,-3%[7.67 µM],-7%,0.9%,-1%
O=[N+]([O-])c1c(Nc2ccccc2)ccc2nonc12,18%[38.3 µM],1%,11%,-17%[46.1 µM],8%,-4.4%,-8%
C=CCc1cc(C=O)cc(OC)c1OCc1c(Cl)cccc1Cl,11%[38.3 µM],-2%,11%,-24%[46.1 µM],-24%,-3.1%,2%
O=C(CCc1c[nH]c2ccccc12)NC1CC1,20%[38.3 µM],-4%,3%,-3%[46.1 µM],u,-1.3%,x
COC(=O)c1cc(S(=O)(=O)N2CCOCC2)c(Cl)cc1N1CCOCC1,43%[activator][38.3 µM],-2%,-1%,0%[46.1 µM],11%,1.2%,x
O=C(CNC(=O)c1ccco1)Nc1ccc(S(=O)(=O)N2CCCC2)cc1,-10%[38.3 µM],1%,3%,-7%[46.1 µM],-1%[9.22 µM],-4.5%,x
Nc1cc(Cl)ccc1N1CCCCCC1,17%,1%,4%,-2%,u,-1.1%,-14%
C[N+]1(CC(O)COc2ccccc2)CCN(C(=O)c2ccc([N+](=O)[O-])cc2)CC1 (stereo unspecified),-1%,2%,-2%,7%,13%,0.9%,5%
O=C1Nc2c(Br)cc(Br)cc2C1(O)N1CCOCC1 (stereo unspecified),-5%[38.3 µM],-2%,0%,4%[46.1 µM],u,1.1%,3%
CCc1sc(NC(=O)CN2CCOCC2)nc1-c1ccccc1,9%[38.3 µM],3%,-2%,3%[46.1 µM],5%,0.0%,x
CCOC(=O)C1=C(O)C(=O)N(c2ccc(S(N)(=O)=O)cc2)C1c1ccc(OC)cc1 (stereo unspecified),-2%[38.3 µM],-6%,-2%,2%[46.1 µM],6%,-1.2%,-2%
COc1ccc(-c2nc(SCC(=O)NCc3ccco3)c(-c3ccccc3)[nH]2)cc1OC,25%[38.3 µM],6%,-4%,-8%[46.1 µM],11%[1.84 µM],-1.0%,x
CCOc1ccc(NC(=O)NCCN2C(C)CCCC2C)cc1 (stereo unspecified),7%[38.3 µM],17%,6%,-2%[46.1 µM],2%,-0.2%,x
CN(C)C(CNC(=S)Nc1ccccc1)c1cccnc1 (stereo unspecified),-4%,3%,-5%,20%,-10%,-0.1%,8%
Cc1ccc2c(c1)nc(-n1nc(C)cc1C)c1nnnn12,3%,4%,8%,-2%,-17%,3.5%,x
Cc1ccc(/C=N/n2c(=O)c(C(C)(C)C)nn3cnnc23)cc1,5%,0%,-5%,-8%,-8%,0.0%,26%

# HTT aggregate: what is marked active above
Compound | IMPase Li cell | CBFb RUNX1 block | NPSR antagonist | HTT aggregate | Epigenetic derep | L3MBTL1 inh
COc1ccc(N=c2scc(-c3ccc(S(=O)(=O)N4CCOCC4)cc3)n2CCCO)cc1 | 9% | -27% | -13%[46.1 µM] | 13µM* | -0.8% | -5%

# Continued:
SMILES,IMPase Li cell,KinaseGlo FLuc,CBFb RUNX1 block,NPSR antagonist,HTT aggregate,Epigenetic derep,L3MBTL1 inh
CC(C)C(NC(=O)C1CCC(C(C)(C)C)CC1)C(=O)NCCCN1CCCCC1 (stereo unspecified),1%,-3%,-1%,8%,-3%,-2.6%,x
CCc1ccc(NC(=O)Cn2c3[n+](c4c(F)c(F)ccc42)CCCCC3)cc1,16%,1%,-3%,-10%,-13%,-3.4%,40%[activator]
Cc1ccc(OCc2nnc(SCc3cc(=O)[nH]c4ccccc34)o2)cc1,x,x,1%,-17%[46.1 µM],10%,-3.5%,u
Cc1ccc(C(=O)NCC(=O)OCC(=O)NC(C)c2ccccc2)s1 (stereo unspecified),-5%,5%,9%,9%,0%,-0.2%,1%
N#Cc1cccc(-c2nnc(SCc3ccccc3C#N)o2)c1,37%[activator][38.3 µM],-4%,3%,-17%[46.1 µM],-13%,-1.8%,x
CN1CCN(C(=O)CCn2nc(-c3ccccc3)c3ccccc3c2=O)CC1,-4%[38.3 µM],-5%,-2%,8%[46.1 µM],1%,0.0%,0%
CCN(CC)S(=O)(=O)N1CCC(C(=O)NCCN2CCOCC2)CC1,-11%[38.3 µM],-7%,0%,5%[46.1 µM],1%,0.0%,45%[activator]
NC(=O)c1ccccc1OCC(=O)Nc1ccc(Cl)c(Cl)c1,x,x,4%,21%,-11%[9.22 µM],1.1%,11%
COc1cccc(C(=O)N2CCN=C2SC)c1,-5%,1%,-1%,12%,8%,-1.4%,16%
COc1ccc(CNc2ccc(C)c(C)c2)cc1,4%,1%,-25%,-16%,-14%[9.22 µM],-5.0%,u
O=S(=O)(Nc1ccc(S(=O)(=O)N2CCCCCC2)cc1)c1cccs1,28%[38.3 µM],-1%,2%,u,-28%,0.1%,x
Oc1cccc(Nc2ncnc3ccccc23)c1,11%[38.3 µM],2%,3%,-7%[46.1 µM],u,0.0%,x
O=c1[nH]cnc2c1ncn2Cc1ccc([N+](=O)[O-])cc1,x,x,-1%,-35%,-2%[9.22 µM],1.1%,9%
CN(CC(=O)NCc1cccnc1)S(=O)(=O)c1ccc2c(c1)c(=O)n(C)c(=O)n2C,-2%[38.3 µM],3%,-4%,13%[46.1 µM],-17%,-2.2%,x
Cc1cc(=O)[nH]c(SCc2cc(Cl)ccc2OC(F)F)n1,0%[38.3 µM],12%,2%,-17%[46.1 µM],u,-1.5%,-3%
CCCCCCSC1=C(C#N)C(=O)NC2(CCCCC2)S1,20%,1%,-10%,0%[46.1 µM],3%,2.3%,-13%

# Single values from the entries so far.
# CBFb RUNX1 block result of CCCCCCSC1=C(C#N)C(=O)NC2(CCCCC2)S1 = -10%
# NPSR antagonist result of Cc1ccc(OCc2nnc(SCc3cc(=O)[nH]c4ccccc34)o2)cc1 = -17%[46.1 µM]
# CBFb RUNX1 block result of Cc1cc(=O)[nH]c(SCc2cc(Cl)ccc2OC(F)F)n1 = 2%

# Screens as filed in PubChem.
